Screening data from PubChem BioAssay.
EphA4 KYL inhibition – inhibitors of EphA4 binding to KYL peptide, primary screen, biochemical, colorimetric, mouse EphA4 (AID 689). Ephrin type-A receptor 4 (Mus musculus). EphA4-AP binding to KYL peptide, pNPP A405; higher % means a stronger effect. inhibition, % at 10 µM, or IC50 in µM where a hit was titrated. 62,000 compounds, 0.1% hits; in the data active = a potency from the dose series; inactive = the rest, 99 in 100 with inhibition below about 22%
* = called active by the depositor; & = joins results of further samples. This is a subset (hit frequency here may not be typical).

SMILES	EphA4 KYL inhibition
O=C(Cn1c(=O)oc2cc(S(=O)(=O)N3CCc4ccccc43)ccc21)NC1CCCC1	-12%
COC(=O)CN1C(=O)Nc2ccc(Br)cc2C1c1ccccc1Cl (stereo unspecified)	0%
Cc1ccc(C)c(NC(=O)CCN2CC(C)OC(C)C2)c1 (stereo unspecified)	-3%
OCCCCNCc1ccc(OCc2ccc(Cl)cc2Cl)cc1	-9%
CC(C)OC(=O)C(C(=O)C(F)(F)F)c1cc(NS(=O)(=O)c2ccc(Cl)cc2)ccc1O (stereo unspecified)	2%
CCOCCCNC(=O)C(NC(=O)CNC(C)=O)c1ccc(Cl)cc1 (stereo unspecified)	8%
O=C1c2ccccc2C(=O)C1(c1ccccc1)[N+](=O)[O-]	-7%
CCC(=O)Nc1ccc(C(=O)N/N=C/c2cccnc2)cc1	12%
CC(C)C(NS(=O)(=O)c1ccc2c(c1)OCCO2)C(=O)NCCc1ccccn1 (stereo unspecified)	-2%
O=C(Nc1cccc(-c2nc3ncccc3o2)c1)c1sc2ccccc2c1Cl	-24%
CC1=C(C(=O)Nc2ccccn2)C(c2ccccc2)n2ncnc2N1 (stereo unspecified)	-13%
COCCn1c(SCC(=O)N2CCCc3ccccc32)nc2ccccc2c1=O	13%
CC(Cc1ccccc1)N=C1NS(=O)(=O)c2cc([N+](=O)[O-])ccc21 (stereo unspecified)	11%
Cc1noc(C)c1COC(=O)c1cc2c(C)nn(-c3ccc(F)cc3)c2s1	-9%
COc1ccc(/C=C/C2=NC(=C\N(C)C)/C(=O)O2)cc1	1%
O=C(Nc1cccc(C(F)(F)F)c1)c1ccc2nc(N3C(=O)CCC3=O)sc2c1	2%
CCOC(=O)c1sc2nc(CC(=O)OC)nc(N3CCN(c4ccccn4)CC3)c2c1C	-4%
Fc1ccc(-c2nnc(NC3=NCCCCC3)o2)cc1	-9%
COC(=O)c1cccc(NC(=O)CSc2nnnn2C)c1	-6%
O=C(NCc1ccccc1F)C1CCCN(C(=O)NC2CCCCC2)C1 (stereo unspecified)	-10%

Two consecutive compounds from above, for reference:
SMILES	EphA4 KYL inhibition
CC1=C(C(=O)Nc2ccccn2)C(c2ccccc2)n2ncnc2N1 (stereo unspecified)	-13%
COCCn1c(SCC(=O)N2CCCc3ccccc32)nc2ccccc2c1=O	13%

Going on with the list.
SMILES	EphA4 KYL inhibition
Cc1ccc(OCCSCc2nc3ccccc3[nH]2)cc1	-14%
CCOc1cc(C(=O)O/N=C(\N)c2ccc([N+](=O)[O-])cc2)cc(OCC)c1OCC	-12%
Cc1cc(C)cc(N2CCCn3c2nc2c3c(=O)n(CC(=O)OCc3ccccc3)c(=O)n2C)c1	-10%
O=C(c1ccccc1)c1cccc(NC(=O)c2ccco2)c1	-4%
CC1CCCCN1S(=O)(=O)c1cccc2cccnc12 (stereo unspecified)	-2%
O=C(CSc1nc2cc(Cl)ccc2s1)c1ccco1	-6%
CC(C)(C)C(=O)Nc1ccc(C(=O)N/N=C/c2ccccc2OC(=O)c2ccccc2)cc1	-13%
O=C(O)CCC(=O)N(Cc1ccco1)c1nc(-c2ccccc2)cs1	3%
CCCCCCCCOc1ccc(C2OC34CCCCC3C(C#N)(C#N)C2(C#N)C(=N)O4)cc1 (stereo unspecified)	-2%
Cc1ccc(S(=O)(=O)Nc2cccc(/C=C/C(=O)O)c2)cc1	-4%
CCN1C(=O)/C(=C2/C=CC=CN2C)OC1=S	-4%
Cc1ccc(S(=O)(=O)N2CCN(S(=O)(=O)N3CCOCC3)CC2)cc1	0%
CCC(C)c1ccc(NC(=S)NCc2cccs2)cc1 (stereo unspecified)	-15%
Cc1ccc2nsnc2c1NC(=O)c1ccc2c(c1)OCCO2	11%
COc1ccc(C2C(=O)N(C3CCCCC3)CC(=O)N2C2CCCC2)cc1 (stereo unspecified)	-21%
O=C(c1n[nH]c(=O)c2ccccc12)N1CCN(C2c3ccccc3-c3ccccc32)CC1	-3%
CCOc1ccc2nc(NC(=O)c3ccoc3C)sc2c1	7%
Cn1c(CN2CCOCC2)nnc1SCc1ccccc1	-7%
Cc1ccc(C(=O)N/C(=C\c2cccs2)C(=O)NCC(C)C)cc1	-6%
CCCn1c(SCC(=O)N2c3ccccc3CCc3ccccc32)nc2c1c(=O)n(C)c(=O)n2C	-11%
COc1ccccc1-c1cc(C(=O)Nc2c(F)cc(F)cc2Br)no1	-2%
Cn1c(=O)c2c(nc(SCc3cc4c(cc3Cl)OCO4)n2C)n(C)c1=O	-3%
CCOc1ccc(-c2cc(C)n3nc(C(N)=O)cc3n2)cc1	-1%
Cc1ccc2c(c1)c1c(n2CC(O)CNC(CO)(CO)CO)CCCC1 (stereo unspecified)	-11%
COc1ccc(NCc2cc3cc(OC)ccc3[nH]c2=O)cc1	1%
FC(F)(F)C1=CC(c2ccc(Br)cc2)=NCCN1	-13%
Cn1c(=O)n(C)c2cc(S(=O)(=O)O)ccc21	-3%
Cc1nnc(SCC(=O)Nc2nccs2)[nH]c1=O	-7%
Cc1cc(C)cc(N(CC(=O)N2CCc3ccccc32)S(=O)(=O)c2c(C)noc2C)c1	4%
CCOC(=O)N1CCN(C(=O)c2ccccc2NC(=O)COc2ccccc2C)CC1	-42%
COc1ccc(Cc2nnc(NC(=O)c3ccc(Cl)c([N+](=O)[O-])c3)s2)cc1	-17%
CCc1cc2c(NCC(=O)O)ncnc2s1	-18%
O=C(Nc1cc(O)ccc1C(=O)O)c1cccc(Br)c1	3%
Cn1c(-c2c(N)n(CCCc3ccccc3)c3nc4ccccc4nc23)nc2ccccc21	20%
Cc1cc2cc(CCNS(C)(=O)=O)c(=O)[nH]c2cc1C	-14%
Cc1cc(C)n(Cc2ccc(C(=O)O)cc2)n1	-10%
CCOc1ccccc1C(=O)N(CN1CCCC1=O)c1ccc(C)c(Cl)c1	-17%
Cc1nn(C)c(C)c1NC(=O)CSc1nnc(C)n1-c1ccccc1	-7%
COc1ccc(C(C)NC(=O)C2C(=O)NC3(C)CC2c2ccccc2O3)cc1 (stereo unspecified)	-12%
Cc1ccccc1Nc1nc(-c2sc(NC(=O)c3ccccc3)nc2C)cs1	-6%
CC1(C)Cc2c(sc3nc(NCCN4CCOCC4)n4ncnc4c23)CO1	-3%
COC(=O)c1cc(C#N)c(Oc2ccc(F)cc2)nc1C	2%
COCCOC(=O)C1=C(C)NC(=O)NC1C1CC=CCC1 (stereo unspecified)	-22%
O=C1C=C(NC2CC2)C2(CCCCC2)O1	-6%
COc1cccc(N(CC(=O)Nc2ccccc2C)S(C)(=O)=O)c1	2%
O=C(CSCc1ccccc1Cl)NNC(=O)c1ccccc1	-2%
COc1ccc(-c2cc(C(F)(F)F)nc(S(C)(=O)=O)n2)cc1OC	-18%
CCSc1nc2c(c(=O)[nH]c(=O)n2C)n1C	-2%
CCOc1cccc(-c2nnc3sc(-c4cc(OC)c(OC)cc4OC)nn23)c1	-3%
COc1ccc(Cn2c(C)c(C)c(C#N)c2NC(=O)Nc2ccc(Cl)cc2)cc1	8%

(further entries)
SMILES	EphA4 KYL inhibition
COc1cccc(C2C(C(=O)Nc3ccccc3)=C(C)N=c3s/c(=C\c4ccncc4)c(=O)n32)c1 (stereo unspecified)	-3%
COc1ccc2oc(=O)c(-c3nnc(NCc4ccco4)s3)cc2c1	-2%
CCC(C(=O)N1CC2(C)CC1CC(C)(C)C2)N1C(=O)c2ccccc2C1=O (stereo unspecified)	6%
NC(=O)c1ccsc1NC(=O)COC(=O)c1ccccc1NCc1ccco1	2%
N#Cc1nc(COc2ccccc2Cl)oc1NCc1ccco1	-14%
Cc1nn(Cc2ccc(C(=O)NC(C)(C)C)o2)c(C)c1Br	-9%
Cn1cnnc1Sc1cc(N2CCOCC2)ccc1[N+](=O)[O-]	3%
COC(=O)CCP(=O)(O)Cc1ccccc1CP(=O)(O)CCC(=O)OC	-3%
Cc1ccc(N2C(=O)NC(=O)/C(=C\c3ccc(Cl)cc3)C2=O)cc1	8%
Cc1nn(Cc2ccc(Cl)cc2)c(C)c1NC(=O)Cn1nc([N+](=O)[O-])c(Cl)c1C	4%

In the list so far, five have bromine:
SMILES	EphA4 KYL inhibition
COC(=O)CN1C(=O)Nc2ccc(Br)cc2C1c1ccccc1Cl (stereo unspecified)	0%
COc1ccccc1-c1cc(C(=O)Nc2c(F)cc(F)cc2Br)no1	-2%
FC(F)(F)C1=CC(c2ccc(Br)cc2)=NCCN1	-13%
O=C(Nc1cc(O)ccc1C(=O)O)c1cccc(Br)c1	3%
Cc1nn(Cc2ccc(C(=O)NC(C)(C)C)o2)c(C)c1Br	-9%

Next section:
SMILES	EphA4 KYL inhibition
COC(=O)c1c(-c2ccc3ccccc3c2)csc1NC(=O)Cc1ccc(OC)c(OC)c1	0%
Clc1ccc(SCc2cc(-c3ccccc3)no2)cc1	0%
CCNC(=O)c1ccc2c(c1)S(=O)(=O)c1ccccc1C2=O	-14%
CC(=O)/C(C(=Nc1ccccc1)Nc1ccccc1)=C(/O)c1ccccc1	-3%
CC(C)c1ccccc1OCCNS(C)(=O)=O	-3%
N#Cc1nc(Cc2ccccc2)oc1NCc1ccccc1Cl	3%
C/C(=N/Oc1nc(C)cc(C)n1)c1ccc(Cl)cc1Cl	-15%
COc1cccc(/C=C2\SC(=S)N(C)C2=O)c1O	1%
Cc1ccc(S(=O)(=O)NC(=O)c2cc(C)n(CCCn3ccnc3)c2C)cc1	2%
CCOC(=O)Nc1ccc2c(c1)N(C(=O)CCN(C)C)c1ccccc1S2	-5%
O=C(NCc1ccc(Cl)cc1)C1C2C=CC3(CN(Cc4cccnc4)C(=O)C13)O2 (stereo unspecified)	2%
CN1CCN(C(=O)CSc2nc(-c3cccs3)cc(-c3cccs3)c2C#N)CC1	34%
CCOC(=O)c1c(NC(=O)CSc2nnc(-c3ccccc3)n2CC)sc(C(C)=O)c1C	5%
O=C(Oc1cc(-c2ccccc2)no1)c1ccc(Cl)cc1	-14%
NCCCNC(=O)c1cc2ccccc2[nH]1	-9%
CCOC(=O)N1CCC(NCCNC(=O)c2ccccc2Cl)CC1	-8%
O=C(Nc1ccc(Cl)c(-c2nc3ccccc3o2)c1)c1cccs1	-7%
COC(=O)[C@@H](NC(=O)NC1CCN(Cc2ccccc2)CC1)C(C)C	6%
CN(C)S(=O)(=O)Oc1ccsc1C(=O)Nc1cccc(Cl)c1Cl	-10%
COc1ccc(-c2nnc3ccc(SCC(=O)NCc4ccco4)nn23)cc1OC	-12%
Cc1cc(C)c2oc(-c3ccc(NC(=S)NC(=O)c4ccco4)cc3)nc2c1	-7%
COc1nc(OCCNC(C)=O)nc(N(C)C)n1	7%
Cc1cc2c3nonc3ccc2n1C	-13%
CCCCC/C(=N\NC(=O)c1cccnc1)c1ccccc1	-5%
COc1ccc(NC(=O)COc2ccc(Cl)cc2)cc1	-1%
CN(C(=O)c1cnc(N2CCN(c3ncccn3)CC2)c2ccccc12)c1ccc(Cl)cc1	-8%
CCOC(=O)NNC(=O)c1ccc(Cl)cc1	4%
Cc1ccc(C)n1-c1cc(S(=O)(=O)N2CCOCC2)ccc1N1CCCC1	-28%
CCOc1ccc(N(C(C)C(=O)N/N=C(\C)c2cccc(NC(=O)c3ccccc3)c2)S(C)(=O)=O)cc1 (stereo unspecified)	-17%
Cc1cc(=O)oc(C)c1C(=O)N1CCc2c([nH]c3ccccc23)C1C(C)C (stereo unspecified)	0%

Five records picked at random from the list so far:
SMILES	EphA4 KYL inhibition
Cc1cc(=O)oc(C)c1C(=O)N1CCc2c([nH]c3ccccc23)C1C(C)C (stereo unspecified)	0%
O=C(CSCc1ccccc1Cl)NNC(=O)c1ccccc1	-2%
Cc1ccc(S(=O)(=O)Nc2cccc(/C=C/C(=O)O)c2)cc1	-4%
CCC(=O)Nc1ccc(C(=O)N/N=C/c2cccnc2)cc1	12%
Cn1cnnc1Sc1cc(N2CCOCC2)ccc1[N+](=O)[O-]	3%

Continued.
SMILES	EphA4 KYL inhibition
O=C1NC(=O)C(=Cc2cc(Br)ccc2OCc2ccccc2F)C(=O)N1	-5%
Cc1cc(C)n(Cc2ccc(C(=O)NCCC3=CCCCC3)o2)n1	-13%
COc1ccccc1-c1nc(-c2ccc(Br)cc2)no1	-12%&-12%
CSc1nnc([C@@H](NC(=O)OC(C)(C)C)C(C)C)o1	-14%
CCOc1ccc(N/C(=C(/C(Cl)=C(Cl)Cl)[N+](=O)[O-])n2cncn2)cc1	-7%
O=S(=O)(c1cc(Cl)ccc1Cl)n1nnc2ccccc21	-6%
O=C(OCc1nnc(-c2ccccc2)o1)c1ccc2c(c1)OCCO2	4%
O=C(NCc1cn2ccsc2n1)Nc1ccc(Cl)cc1	-17%
N#Cc1ccc(Oc2cc(C(F)(F)F)nc(-c3ccccn3)n2)cc1	-2%
O=C(NC(NC(=S)Nc1cccc2ccccc12)C(Cl)(Cl)Cl)c1ccccc1 (stereo unspecified)	-5%
Cc1ccc2c(c1)sc1nc(=O)n(-c3cccc(Cl)c3)c(=O)n12	-4%
CC(C)NC(=O)NC(=O)CSc1ncc(C(F)(F)F)cc1Cl	0%
CCC(C)(C(=O)NC1CCCCC1)N(Cc1ccco1)C(=O)Cc1cccs1 (stereo unspecified)	-14%
O=S(=O)(/C=C/c1ccccc1)N1CCN(c2ccccc2)CC1	-8%
CCCCOc1ccc(C(=O)NCCOc2ccc(C)c(C)c2)cc1	-9%
O=[N+]([O-])c1cccc(S(=O)(=O)NCc2ccccc2Cl)c1	-12%
COc1cc(-c2cc(C(F)(F)F)n3ncc(C(=O)Nc4cccc5ccccc45)c3n2)cc(OC)c1OC	15%
COc1ccc(CCNc2c([N+](=O)[O-])c(=O)oc3ccccc23)cc1OC	-4%
COc1ccc(-c2ncccc2O)cc1	11%
CCCOc1cccc(C(=O)Nc2cccc(C(=O)Nc3ccccc3C(=O)O)c2)c1	4%
CC(C)Oc1nc(-c2ccccc2O)nc2ccccc12	-6%
Cc1nc2sccc2c(=O)n1-c1cccc(Cl)c1	-2%
CSc1cccc(NC(=O)C2CCCN(S(=O)(=O)c3cnc[nH]3)C2)c1 (stereo unspecified)	-1%
Cc1ccc(Cc2cnc(NC(=O)/C(C#N)=C/c3ccc(-c4cccc([N+](=O)[O-])c4)o3)s2)cc1	-16%
